Cathepsin G inh – blocks human cathepsin G enzyme activity; 0.2% of 62,000 active; AID 581; inhibition, % at 5 µM (by protocol); P08311; purified enzyme, AMC-tetrapeptide fluorescence, pooled mixtures;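 active = inhibition above 20% in each of the two mixture wells holding the compound; inactive = inhibition of 20% or less in either well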;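 note: 0% = enzyme control without mixture and 100% = blank lacking enzyme; strong numbers were not always called active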
Target sequence (P08311 21-244 limits assumed): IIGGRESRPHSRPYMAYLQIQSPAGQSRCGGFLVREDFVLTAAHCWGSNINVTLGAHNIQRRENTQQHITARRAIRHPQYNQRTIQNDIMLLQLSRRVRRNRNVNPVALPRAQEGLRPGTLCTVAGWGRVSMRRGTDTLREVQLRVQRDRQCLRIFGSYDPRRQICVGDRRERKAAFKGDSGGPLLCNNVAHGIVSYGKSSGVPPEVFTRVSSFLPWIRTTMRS
FXIa mix inh – factor XIa (human) inhibition, mixture screen; inhibition, % at 5 µM; P03951; 0.19% of 62,000 active; purified FXIa, fluorogenic substrate, pooled mixtures; in the data active = inhibition above about 20%, passing the limit was not always enough;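 note: each value is inhibition by a whole ten-compound pool holding the compound; 0% = enzyme with no mixture and 100% = wells lacking enzyme; strong numbers were not always called active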
Target sequence (P03951 19-387 limits assumed): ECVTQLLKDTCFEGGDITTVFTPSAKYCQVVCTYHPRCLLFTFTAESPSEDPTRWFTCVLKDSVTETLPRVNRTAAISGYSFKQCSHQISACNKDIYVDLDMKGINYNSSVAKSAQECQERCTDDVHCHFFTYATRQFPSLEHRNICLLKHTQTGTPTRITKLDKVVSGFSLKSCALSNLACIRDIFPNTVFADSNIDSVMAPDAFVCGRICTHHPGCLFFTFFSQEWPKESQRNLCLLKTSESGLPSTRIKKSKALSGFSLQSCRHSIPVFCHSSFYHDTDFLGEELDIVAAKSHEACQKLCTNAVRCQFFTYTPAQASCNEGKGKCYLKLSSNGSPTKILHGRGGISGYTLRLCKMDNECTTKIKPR
Target sequence (P03951 388-625 limits assumed): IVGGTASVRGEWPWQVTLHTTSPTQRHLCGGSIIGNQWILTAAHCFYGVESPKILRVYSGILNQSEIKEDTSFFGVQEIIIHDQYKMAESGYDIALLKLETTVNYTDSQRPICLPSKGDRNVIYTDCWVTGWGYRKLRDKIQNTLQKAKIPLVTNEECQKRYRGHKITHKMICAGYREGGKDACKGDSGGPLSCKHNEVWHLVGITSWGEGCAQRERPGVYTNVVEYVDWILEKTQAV
CatL block – blocks human cathepsin L protease activity | P07711 | purified cathepsin L, fluorogenic substrate, fluorescence | inhibition, %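 (tested at 10 µM)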 | 0.17% of 58,000 active | AID 460; in the data active = inhibition above about 45%;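 note: 0% = enzyme with no compound and 100% = no enzyme blank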
Target sequence (P07711 114-288 limits assumed): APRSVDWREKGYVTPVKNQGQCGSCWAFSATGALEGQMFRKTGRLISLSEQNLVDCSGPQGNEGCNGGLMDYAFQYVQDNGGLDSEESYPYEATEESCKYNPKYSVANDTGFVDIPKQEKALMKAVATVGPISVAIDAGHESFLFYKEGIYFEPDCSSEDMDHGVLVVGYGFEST
Target sequence (P07711 292-333 limits assumed): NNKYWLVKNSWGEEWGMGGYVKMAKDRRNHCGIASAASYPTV
CatB mix inh – human cathepsin B inhibition by mixtures | 0.06% of 62,000 active | inhibition, %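 (ten-compound pools at 5 µM per compound and 50 µM total)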 | AID 488 | P07858 | Purified cathepsin B, AMC dipeptide fluorescence, compound mixtures; in the data active = inhibition above about 22%, passing the limit was not always enough;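 note: 0% = enzyme without compound and 100% = no enzyme blank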
CatS block – inhibitors of human cathepsin S | 0.06% of 62,000 active | recombinant cathepsin S, AMC dipeptide fluorescence, pooled mixtures | inhibition, %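 (tested at 5 µM per compound within 10-compound mixtures)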 | AID 501 | P25774; in the data active = inhibition above about 32%, passing the limit was not always enough;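 note: 0% = enzyme without compound and 100% = blank without enzyme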
AP complement – orthogonal test for alternative complement pathway inhibitors; Human serum alternative complement pathway, LPS-coated ELISA, C3 deposition; tested in compound mixtures; inhibition, % at 5 µM; 0.08% of 62,000 active;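 active = inhibition above 30% in each of the two pooled mixtures holding the compound, so the lower value exceeds 30%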;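 note: 0% = serum in Mg-EGTA without compound and 100% = EDTA serum blank; some compounds past the cut are filed as inactive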
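Medium: diluted human serum in Mg2+-EGTA GVB++. Assay system: human serum complement alternative pathway, C3 deposition onto LPS. Also added: Plate-bound LPS. Technique: Anti-C3 ELISA, OD 450 nm. Measure: percent inhibition. Incubation: 1 h at 37 °C. Dosing: 5 µM each compound, pools of ten, 50 µM per pool.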
Ec RNAP inh – blocks E. coli RNA polymerase transcription | 0.2% of 62,000 active | fluorescence transcription assay | AID 559 | inhibition, %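 (tested at 10 µM)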; in the data active = inhibition above about 20%;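 note: 0% = enzyme without compound and 100% = no enzyme blank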
CatB block – inhibitors of human cathepsin B. AID 453. P07858. 0.1% of 63,000 active. purified cathepsin B, fluorogenic substrate, fluorescence. inhibition, %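 (tested at 10 µM)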; in the data active = inhibition above about 21%;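 note: 0% = enzyme with no compound and 100% = no enzyme blank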
C1s block – human complement C1s inhibition. mean inhibition % of two 10-compound mixtures (stronger effect = higher value), % at 5 µM (by protocol). purified C1s, fluorogenic AMC substrate, pooled mixtures. 0.16% of 62,000 active. P09871;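 active = inhibition above 20% in each of the two 10-compound mixture wells holding the compound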;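 note: 0% = enzyme wells lacking compound mixture and 100% = no-enzyme blank wells; some compounds called inactive have numbers as strong as hits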
An asterisk follows results filed as active; / = not tested or not shown. Only part of the results is shown (hit frequency here may not be typical).

SMILES	Cathepsin G inh	FXIa mix inh	CatL block	CatB mix inh	CatS block	AP complement	Ec RNAP inh	CatB block	C1s block
COC(=O)c1ccc(CSc2ccc3nnc(-c4ccc(OC)c(OC)c4)n3n2)o1	-13.0	-3.5	1.8	-0.6	-3.8	-1.8	-7.4	-0.7	-25.8
Cc1nnc(NC(=O)c2ccc(-c3cccc(C(F)(F)F)c3)o2)s1	-3.9	6.9	-8.4	-1.1	-6.9	22.0	-9.7	0.2	-0.1
CCOc1ccc2nc(NS(=O)(=O)c3ccc4c(c3)n(C)c(=O)n4C)sc2c1	4.1	14.4	35.2	-1.7	12.2	2.6	7.5	5.2	1.8
CC1(C)Cc2ccccc2C(Nn2cnnc2)=N1	12.4	6.2	18.1	2.4	3.5	7.7	3.3	0.0	16.8
O=C(COc1ccc(S(=O)(=O)NCc2ccccc2)cc1Cl)N1CCOCC1	7.7	-4.2	5.5	-0.5	6.6	5.1	5.0	10.7	1.2
CCSc1nc2c(c(=O)[nH]1)C(c1cccnc1)C(C(=O)OC)=C(C)N2 (centres undefined)	0.2	9.1	-1.7	6.2	-1.9	18.0	3.3	-5.4	-1.0
CC(C)=CCSc1nnc([C@@H](NC(=O)OC(C)(C)C)C(C)C)o1	1.5	1.4	3.9	-2.9	17.2	0.5	1.8	0.8	-8.9
Cc1cc(C)n(-c2nc(C)nc3sc4c(c23)CCC(C)C4)n1 (centres undefined)	-3.9	-0.7	-1.0	3.0	-2.4	-3.2	0.8	2.0	0.9
CC(C)OCC(O)CSc1ccccn1 (centres undefined)	4.2	-4.5	/	-0.1	-10.5	3.6	0.9	-0.3	-15.2
O=C(C1CC1)N1CCc2cc(S(=O)(=O)N(CCO)Cc3ccccc3)ccc21	-3.6	-2.5	-2.9	3.6	-4.5	5.0	4.6	2.2	3.2
O=C(NCCCCNC(=O)c1cccnc1)c1cccnc1	-0.4	6.1	-4.4	-2.5	-5.7	13.0	-10.9	-5.7	0.6
Clc1ccccc1-c1nnc2sc(-c3ccc(Br)o3)nn12	-2.7	7.7	13.9	-3.5	-2.2	9.8	-7.0	-4.4	1.2
COc1cc(-n2cnnn2)ccc1S(=O)(=O)N1CCOCC1	8.2	5.4	3.7	0.4	-5.2	6.3	8.3	2.5	10.4
O=C(CSCC(=O)Nc1nccs1)Nc1ccccc1	-5.8	2.4	3.5	3.8	0.2	-11.9	-4.7	0.9	2.7
CC(C)CNS(=O)(=O)c1ccc(OCC(=O)Nc2ccc3c(c2)OCO3)c(Cl)c1	-0.8	3.3	-1.0	8.2	-2.5	6.9	5.3	-0.7	-5.4
COc1ccc2c(c1)CCc1c(C(=O)NCCN3CCOCC3)noc1-2	57.8*	11.3	3.5	-0.6	-3.3	6.5	-15.3	3.6	-25.0
CC(C)C(C(=O)NCC1CCCO1)N(Cc1ccco1)C(=O)CNS(=O)(=O)c1ccccc1 (centres undefined)	3.0	5.6	-31.9	0.3	12.5	-13.6	10.1	6.6	-30.1
Cc1cccc(C)c1NC(=O)C(c1ccccc1)N1CCC2(CC1)OCCO2 (centres undefined)	6.9	2.3	0.5	3.0	-0.4	7.9	1.4	2.8	-1.6
COc1cc(OC)cc(-c2nc(-c3ccccc3OC)no2)c1	0.1	5.7	-3.0	6.9	-2.6	20.8	6.4	-0.8	3.8
COCCn1c(C)cc(C(=O)COC(=O)c2ccc(N3CCCC3=O)cc2)c1C	7.0	4.8	9.7	4.5	3.9	4.8	7.2	-1.2	11.2
CCOC(=O)c1cccc(NC(=O)CSc2nnc(-c3cccnc3)n2C)c1	-1.3	7.9	-0.9	4.7	-13.8	11.2	0.2	-1.2	1.4
CCC(=O)N(CCCN(C)C)c1nc(-c2cc(OC)ccc2OC)cs1	0.9	0.2	2.2	1.1	14.7	1.9	19.5	5.0	-75.0
Cc1nn(-c2ccc(F)cc2)c2nc(N)c(C#N)c(-c3cccs3)c12	-14.9	-23.2	-10.5	-4.0	-29.4	9.0	2.6	-3.6	-140.5
O=c1[nH]c2ccc(S(=O)(=O)N3CCN(Cc4ccccc4)CC3)cc2[nH]c1=O	-6.7	5.1	-13.6	0.8	-0.7	10.3	-5.9	1.8	-7.1
CC(=O)c1ccc(OCC(C)C)c(CC(C(N)=O)C(N)=O)c1	8.3	-3.2	1.1	-0.3	-7.2	8.4	7.2	3.7	-25.7
CC1=C(C(=O)Nc2ccccc2)C(c2ccc(N(C)C)cc2)NC(=O)N1 (centres undefined)	7.6	-3.3	15.7	-4.8	6.9	5.6	5.0	1.5	0.1
Cc1cc(C(=O)O)c(S(C)(=O)=O)s1	5.9	4.7	-2.5	0.3	-3.3	21.7	0.7	3.9	13.4
Cn1c(C(=O)N2CCC(C(=O)N3CCN(Cc4ccc5c(c4)OCO5)CC3)CC2)cc2sccc21	8.5	1.1	12.8	1.3	7.9	0.4	9.8	1.1	13.1
O=C(Nc1cccnc1)c1ccccc1Oc1ccccc1	6.8	8.1	5.6	0.0	3.3	8.4	0.8	-1.3	-8.9
COc1ccccc1NC(=O)c1sc2nc(-c3ccco3)ccc2c1N	1.3	-2.2	-18.4	-1.2	7.0	-10.4	7.6	-5.0	-10.0
O=C(CN(CCc1ccccc1)C(=O)CNS(=O)(=O)c1ccccc1)NCc1ccco1	8.6	-0.4	/	-6.1	5.0	5.7	7.5	2.5	2.5
COc1cccc2sc(Nc3nnc(-c4ccccc4Cl)o3)nc12	-7.4	0.1	1.4	-6.3	2.7	-3.7	-3.0	-0.8	0.3
CCn1c(Cc2ccc(OC)cc2)nnc1SCC(=O)NC1CCCCC1	12.3	9.6	17.8	0.6	9.4	-4.0	6.5	1.1	14.4
Cc1ccc(C)c(NC(=O)CSc2nnc(Cc3cccn3C)n2-c2ccc(F)cc2)c1	0.9	3.7	18.9	0.9	9.2	4.5	6.9	0.0	3.3
c1ccc(OCCSc2nnc3sc4ccccc4n23)cc1	9.7	2.0	-0.8	5.5	-3.4	16.3	-0.1	3.5	15.6
O=C(c1cnn2c(C(F)(F)F)cc(-c3ccccc3)nc12)N1CCOCC1	-1.2	-7.5	7.2	-3.6	-14.9	3.6	4.7	5.7	-68.2
COc1ccc(NCc2ccc(OC)c(OC)c2)cc1	2.3	6.4	/	1.2	-6.2	16.6	/	/	2.1
Cc1ccc(C)c(NC(=O)C2CC=CCC2C(=O)O)c1 (centres undefined)	-1.6	1.2	2.9	6.1	2.9	13.8	3.7	-1.5	-8.3
CC1(C)Cc2ccccc2C(N)=C1C#N	-4.0	-0.7	-1.2	7.8	22.6	-17.9	2.0	6.9	-18.9
Cc1sc2nc(SCC(=O)OC(C)C)n(C)c(=O)c2c1C	11.3	-4.2	/	0.8	9.3	-3.3	6.3	1.3	-2.5
COc1ccc(CCNC(=O)CSCc2n[nH]c(=O)[nH]2)cc1OC	1.9	7.1	-2.1	-2.4	3.0	1.6	4.1	-1.0	-46.1
Cc1nc(CC(=O)c2c(C)cc(O)cc2O)cs1	2.0	0.8	-1.8	0.7	-5.1	12.6	-1.4	4.0	1.0
CN(C(=O)c1cnc2n(c1=O)CCS2)C1CCCCC1	0.7	6.6	10.4	5.3	14.7	9.1	10.4	-1.4	0.5
O=C(O)c1cc(S(=O)(=O)Nc2ccc3c(c2)OCCO3)c(Cl)cc1Cl	12.6	4.7	8.2	5.2	16.5	7.0	8.2	12.6	11.3
Cc1cc(C(N)=O)c2cc(Br)ccc2n1	10.8	-2.4	-8.1	-7.8	-5.3	1.8	4.5	/	6.0
N#Cc1nc(-c2ccc(F)cc2)oc1NCc1ccccc1	6.7	3.0	-4.1	2.9	-2.8	24.4	4.8	-1.5	4.2
CCCCOc1ccc(CSc2ncn[nH]2)cc1	8.2	-3.8	10.5	1.7	14.1	3.2	1.1	5.8	1.7
O=c1n(-c2ccccc2)c(=O)n2n1CCC2	-4.4	1.3	1.8	1.0	0.1	5.3	3.0	-4.6	-11.4
COC(=O)c1c(C)[nH]c(C(=O)C(C)Sc2nnc(-c3cc(OC)c(OC)c(OC)c3)o2)c1C (centres undefined)	7.9	4.6	28.6	-1.8	0.9	3.2	9.8	6.9	-1.8
CCn1c(COc2ccc3c(c2)CCCC3)nnc1SCC(=O)Nc1nccs1	10.7	7.6	3.4	5.0	-2.1	11.0	1.6	1.1	9.6
N#Cc1nc(COc2ccc(Br)cc2)oc1N1CCCCCC1	5.8	-7.8	15.1	-1.9	40.6	3.9	14.3	3.2	-37.6
COc1cccc(-n2nnnc2SCC(=O)NCCc2ccccc2)c1	-13.3	3.1	23.1	5.5	15.5	-25.4	5.2	10.0	-22.9
Cc1ccc(C)c(OCC(=O)Nc2ccc3c(c2)OCO3)c1	-6.8	-13.9	-3.6	-1.7	-5.0	3.7	4.3	-1.5	-55.0
CN(C)c1nc2c(c(=O)[nH]c(=O)n2C)n1Cc1ccccc1Br	10.7	3.9	-1.0	5.2	-5.0	12.7	4.5	1.9	9.8
Cc1ncc(CC(=O)n2cc(C(=O)c3cc(Cl)ccc3O)cn2)s1	11.6	10.1	/	5.5	-3.5	14.6	3.1	3.0	8.7
O=C(COC(=O)C1CCN(S(=O)(=O)c2cccs2)CC1)c1ccc2c(c1)OCCO2	-1.5	3.9	0.0	-2.1	15.3	2.9	-1.5	4.5	-18.3
COc1ccc(OC)c(C(c2nnnn2C2CCCC2)N2CCN(c3ccccc3)CC2)c1 (centres undefined)	8.3	3.1	5.8	6.7	-1.1	21.0	1.5	0.0	3.7
Nc1ncc(Br)cc1S(=O)(=O)NCCC(=O)N1CCN(c2ncccn2)CC1	10.1	2.5	-10.3	6.0	1.5	29.2	3.9	4.3	4.4
Cc1cccc(Nc2ccccc2C(=O)O)c1C	-0.1	2.9	11.2	2.2	5.5	0.5	6.9	/	1.3
Cc1ccc(C(=O)CC2(O)C(=O)N(Cc3ccc4c(c3)OCO4)c3ccccc32)cc1 (centres undefined)	-0.6	22.9	-3.6	2.0	23.5	-2.5	3.7	3.6	-9.6

Profiles from above.
Record of N#Cc1nc(-c2ccc(F)cc2)oc1NCc1ccccc1 : Cathepsin G inh: 6.7; FXIa mix inh: 3.0; CatL block: -4.1; CatB mix inh: 2.9; CatS block: -2.8; AP complement: 24.4; Ec RNAP inh: 4.8; CatB block: -1.5; C1s block: 4.2
Record of O=C(COC(=O)C1CCN(S(=O)(=O)c2cccs2)CC1)c1ccc2c(c1)OCCO2 : Cathepsin G inh: -1.5; FXIa mix inh: 3.9; CatL block: 0.0; CatB mix inh: -2.1; CatS block: 15.3; AP complement: 2.9; Ec RNAP inh: -1.5; CatB block: 4.5; C1s block: -18.3

The list continues.
SMILES	Cathepsin G inh	FXIa mix inh	CatL block	CatB mix inh	CatS block	AP complement	Ec RNAP inh	CatB block	C1s block
CC(=O)Nc1ccc(Oc2nc(C)cc(C)n2)cc1	-6.1	4.7	8.8	0.0	-5.3	1.4	-2.6	2.0	-11.9
Cn1cccc1C(C(=O)NC1CCCCC1)N(C(=O)Cc1cccs1)C1CC1 (centres undefined)	-11.9	-1.1	-3.5	-1.5	-5.1	-2.3	-7.9	-1.4	-17.5
COc1cc(N2C(=O)NC3CC2(C)Oc2ccccc23)cc(OC)c1OC (centres undefined)	8.9	5.7	-5.5	0.5	-6.8	20.2	-1.3	0.0	10.9
O=C(NCc1ccc2c(c1)OCO2)C1CCN(S(=O)(=O)c2ccc(Br)s2)CC1	-2.7	6.3	14.7	-3.3	6.2	-1.9	7.3	-0.3	-2.7
c1ccc(-c2csc(Nc3cccnc3)n2)nc1	11.2	8.6	-4.3	-2.9	-5.1	14.4	4.2	2.4	-0.4
CCOc1cc(N2CCOCC2)c(OCC)cc1NC(=O)CCS(=O)(=O)c1ccc(Cl)cc1	4.2	11.1	-8.0	9.0	15.8	-1.9	9.4	0.8	-0.3
